# ZTA counter: blocks Epstein-Barr virus ZTA, an EBNA-1 counter-screen | P03206 | ZTA-DNA binding, fluorescence polarization | inhibition, % at 11 µM | 0.15% of 320,000 active; in the data active = inhibition above about 33%
# Target sequence (P03206 whole entry, looked up): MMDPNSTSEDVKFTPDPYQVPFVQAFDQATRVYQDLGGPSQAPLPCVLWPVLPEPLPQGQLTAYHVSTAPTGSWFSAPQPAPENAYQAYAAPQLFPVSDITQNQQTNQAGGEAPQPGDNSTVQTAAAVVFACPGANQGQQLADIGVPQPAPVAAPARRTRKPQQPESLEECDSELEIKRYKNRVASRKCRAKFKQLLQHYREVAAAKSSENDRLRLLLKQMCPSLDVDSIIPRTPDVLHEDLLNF
# HCV core dimer: HCV core protein dimerization inhibition. TR-FRET GST/Flag-core106 dimerization, 1536-well. inhibition, % at 5 µM. 0.33% of 300,000 active. AID 1899;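 active = inhibition above the mean of all tested compounds plus 3 SD, set per screening campaign, cut at about 45% in these data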
#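 test system = GST/Flag-tagged HCV core106 proteins | probe or stimulus = Eu donor and XL665 acceptor anti-tag antibodies | times = compound-protein-antibody incubation 4 h at 22.5 °C | signal = TR-FRET, excitation 340 nm, emission 617 and 671 nm | measure = percent inhibition of core106 dimerization signal | controls = wells lacking GST-core106 and wells with excess unlabelled core106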
# TPT1 inhibitor: inhibitors of Candida albicans tRNA 2'-phosphotransferase TPT1; recombinant caTPT1, FP RNA substrate dephosphorylation; inhibition, % at 5 µM; 0.81% of 300,000 active;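 active = inhibition above the mean of all tested compounds plus 3 SD, set per screening campaign, cut at about 24% in these data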;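 note: plate controls were DMSO alone for no effect and ferristatin control at 100 nM for full effect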
# CTSL1 counter: blocks F. hepatica cathepsin L1 in PFM18AAP counter-screen; recombinant F. hepatica cathepsin L1, Z-Leu-Arg-MCA fluorescence; inhibition, % at 5.96 µM; 0.49% of 300,000 active; AID 1906;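 active = inhibition above the mean of all tested compounds plus 3 SD, set per screening campaign, cut at about 17% in these data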;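 note: 0% = plate median of test compound wells and 100% = 1 µM Z-Phe-Ala-diazomethylketone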
# PREPL inh: human PREPL enzyme inhibition | Q4J6C6 | recombinant PREPL, fluorescence polarization activity-based probe | inhibition, % at 5.96 µM | 0.68% of 320,000 active; in the data active = inhibition above about 43%;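 note: 0% = enzyme with DMSO and 100% = wells lacking enzyme; many of its hits are not listed in these tables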
# EBNA-1 inh: blocks EBNA-1 binding to DNA; AID 1950; 0.34% of 300,000 active; EBNA-1 DNA binding, fluorescence polarization; inhibition, % at 14.8 µM; in the data active = inhibition above about 28%
# PP1 counter: blocks human PP1-alpha phosphatase, a PP5 counter-screen; purified PP1alpha, OMFP fluorescence; 0.9% of 320,000 active; P62136; AID 2235; inhibition, % at 6.7 µM;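 active = inhibition above the mean inhibition of all tested compounds plus 3 SD, computed separately for each screening campaign, cut at about 15% in these data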
# Target sequence (P62136 whole entry, looked up): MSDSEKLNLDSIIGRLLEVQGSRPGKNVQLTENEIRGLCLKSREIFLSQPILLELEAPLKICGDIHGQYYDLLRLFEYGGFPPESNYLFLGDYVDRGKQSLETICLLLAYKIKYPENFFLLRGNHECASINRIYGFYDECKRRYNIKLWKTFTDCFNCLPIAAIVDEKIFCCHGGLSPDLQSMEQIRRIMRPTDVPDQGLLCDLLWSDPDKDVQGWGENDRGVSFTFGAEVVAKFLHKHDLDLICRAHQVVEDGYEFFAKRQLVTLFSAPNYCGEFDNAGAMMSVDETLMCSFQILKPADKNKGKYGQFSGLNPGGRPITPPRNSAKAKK
# PP5 inh: inhibitors of human protein phosphatase 5 (PP5); 0.18% of 320,000 active; P53041; inhibition, % at 6.7 µM; purified PP5c, OMFP substrate fluorescence;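 active = inhibition above the campaign's mean inhibition across all tested compounds plus 3 SD, cut at about 9.5% in these data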;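 note: 0% = DMSO only and 100% = 100 µM cantharidin control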
# Target sequence (P53041 whole entry, looked up): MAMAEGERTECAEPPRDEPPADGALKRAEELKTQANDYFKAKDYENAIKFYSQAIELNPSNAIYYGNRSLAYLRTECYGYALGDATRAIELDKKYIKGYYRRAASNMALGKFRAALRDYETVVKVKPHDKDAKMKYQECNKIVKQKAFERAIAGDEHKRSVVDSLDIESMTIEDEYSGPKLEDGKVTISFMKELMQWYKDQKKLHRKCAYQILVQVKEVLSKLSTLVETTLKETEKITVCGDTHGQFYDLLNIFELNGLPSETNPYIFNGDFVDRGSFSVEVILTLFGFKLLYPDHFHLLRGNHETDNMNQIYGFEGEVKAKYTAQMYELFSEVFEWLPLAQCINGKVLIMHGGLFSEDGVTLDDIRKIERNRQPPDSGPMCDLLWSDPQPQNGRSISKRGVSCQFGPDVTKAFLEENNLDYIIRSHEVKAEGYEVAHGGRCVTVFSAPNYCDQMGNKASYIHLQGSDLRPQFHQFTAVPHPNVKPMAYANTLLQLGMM
# Efflux pump inh: inhibitors of Candida antifungal efflux pumps expressed in yeast; 0.44% of 330,000 active; inhibition, % at 10 µM; S. cerevisiae Candida pump triplex, Nile Red efflux;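 active = plate passing quality check with inhibition over a set limit, or well fluorescence over plate mean plus 4 SD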;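 note: Nile Red retained in pooled yeast measured as flow cytometry median fluorescence; 0% = buffer negative control and 100% = Enniatin B positive control; higher means more Nile Red kept so more efflux inhibition; some compounds called inactive have numbers as strong as hits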
# Active calls of the source: *; nt = not tested or not shown. These rows are one share of the data, so the mix of outcomes need not match the whole.
SMILES,ZTA counter,HCV core dimer,TPT1 inhibitor,CTSL1 counter,PREPL inh,EBNA-1 inh,PP1 counter,PP5 inh,Efflux pump inh
COc1ccc(Oc2ncnc3sccc23)cc1,-7,3,-3,-3,3,-8,6,0.8,0.2
CCN(CC)S(=O)(=O)c1cc(NC(=O)C(C)N2CCc3ccccc32)ccc1C (stereo not drawn),-14,-7,-2,-4,9,-17,2,4.2,-0.1
Cc1ccc(C)c(OCCC(=O)Nc2ccc(S(=O)(=O)N3CCCC3)cc2)c1,-5,nt,nt,nt,12,nt,2,4.2,0.1
O=C(CN1CCc2ccccc21)NN1CC(=O)N(c2ccccc2)CC1=O,2,15,-2,-1,14,-4,2,1.5,0.0
O=C(Nc1nc2ccc(Br)cc2s1)c1ccco1,8,12,4,0,-21,6,0,3.0,-0.1
CCOC(=O)c1c(-c2ccccc2)csc1NC(=O)CCN1C(=O)c2ccccc2C1=O,13,10,2,0,-1,5,2,1.1,-0.2
COCCn1c(SCC(=O)N2CCOCC2)nc2ccccc2c1=O,17,3,-1,2,1,6,-1,1.4,-0.3
CCN(CC)S(=O)(=O)c1ccc(NC(=O)Cn2cnc3ccccc3c2=O)cc1,-9,-6,-1,-15,-10,-5,-3,1.9,-0.2
Cc1c(NC2=NC3(CCCCC3)Cc3ccccc32)c(=O)n(C)n1-c1ccccc1,-5,-8,-3,3,10,-7,1,5.1,0.0
Cc1csc(NC(=O)c2cc(-c3ccco3)nc3ccccc23)n1,-10,34,7,0,12,-12,10,2.6,0.1
CCOc1ccc2nc(N(CCN(CC)CC)C(=O)/C=C/c3cccs3)sc2c1,-4,-5,-1,3,3,-24,3,4.2,-0.2
O=C(c1cncc(Br)c1)N1CCCc2ccccc21,14,0,-3,-3,-7,16,-3,-0.7,0.0
O=[N+]([O-])c1ccc(-[n+]2ccc3ccccc3c2)c([N+](=O)[O-])c1,3,10,-1,1,10,8,3,2.2,-0.2
Cc1nn(-c2ccccc2)c2c1C(c1cccs1)C(C#N)=C(N)O2 (stereo not drawn),-9,0,-5,0,8,4,0,0.5,-0.1
CC(C)CC(=O)NCCCCc1ccccc1,-10,-2,-1,1,-1,-2,-2,0.9,-0.3
CS(=O)(=O)N(CC(=O)O)c1ccc2c(c1)OCO2,9,0,4,0,0,4,-1,0.7,-0.1
OCc1csc(=Nc2ccccc2)n1-c1ccccc1,-18,-8,4,8,2,2,3,-4.2,0.0
O=C1NNC(=O)C2C3C=CC(C4CC34)C12 (stereo not drawn),17,0,0,1,-2,9,-1,-3.5,0.0
CC1(C)CC(=O)c2cc(OCC(=O)NCCCN3CCN(c4ccccc4F)CC3)ccc2O1,-1,-1,-3,4,3,7,1,-0.8,0.1
CCn1nnnc1SCC(=O)Nc1sc(C)c(C)c1C#N,-5,-2,3,-1,-9,-4,0,0.7,0.0
COC(=O)Nc1ccc(S(=O)(=O)Nc2ccc(C(=O)O)cc2)cc1,-13,2,-1,5,15,-2,-3,-0.3,0.1
Nc1cc(=O)[nH]c(SCCOc2ccccc2)n1,-4,6,-4,5,0,-12,6,-4.5,1.5
O=C(O)[C@H](CO)Nc1ncnc2sc3c(c12)CCC3,-6,-1,-3,-4,-3,-6,-2,1.8,0.0
Cc1ccc(S(=O)(=O)N2CCC3(CC2)OCCO3)cc1,16,6,2,1,1,12,-2,0.5,0.1
CC1=NN(c2nc(-c3ccc(Cl)cc3)cs2)C(=O)C1,17,7,5,0,7,-3,-3,-6.4,-0.2
COc1cccc(N2CCN(c3nc(C)c(C)c(=O)[nH]3)CC2)c1,2,-2,0,-2,-4,-2,-5,3.0,-0.2
Cc1nn(CC(=O)Nc2ccc3c(c2)nc(CN2CCCC2)n3C)c(=O)c2ccccc12,15,9,2,0,10,15,2,-1.4,-0.1
CCCCNc1nc2c(c(=O)[nH]c(=O)n2C)n1CCOc1ccccc1,-4,-2,-2,4,8,-10,1,1.7,-0.1
CC(C)c1ccccc1NC(=O)CCCC(=O)O,1,-3,3,-2,2,-1,-3,1.7,0.0
O=C(CSc1ncnc2c1nnn2Cc1ccc(F)cc1)NCC1CCCO1 (stereo not drawn),3,4,-1,1,-2,1,-2,2.7,0.0
COc1ccc(/C=C(\NC(=O)c2cccs2)C(=O)N2CCOCC2)cc1OC,3,0,2,-2,-6,11,-2,-1.3,-0.2
Cc1ccc(C(C)C)c(OCC(O)CN(C)Cc2ccccc2)c1 (stereo not drawn),7,-4,-4,0,-10,2,6,1.4,0.4
COc1ccccc1NC(=O)c1cc[n+](C)cc1,-5,-3,0,2,3,-1,2,-0.8,0.1
CCCCC(CC)C1OCC(CN2CCCCC2)O1 (stereo not drawn),-7,-4,-2,3,-4,0,-5,-2.5,0.0
CCN1CCN(CC(=O)NC2CCCCC2)C(=O)C1=O,2,-3,-3,-2,4,3,-4,0.3,-0.1
O=C(COC(=O)c1ccc(Cl)c(S(=O)(=O)N2CCCC2)c1)NCc1cccs1,-22,2,-3,-31,-3,-5,-1,0.8,0.1
CC1=[N+]([O-])C(N2CCOCC2)C(O)(c2ccccc2)C1 (stereo not drawn),1,-5,-3,-4,0,0,-3,2.3,0.0
c1ccc(-c2nc3nonc3nc2-c2ccccc2)cc1,-10,-4,0,-5,8,-6,4,0.6,-0.1
Cc1cccc(NC(=O)CSCc2cc(=O)n3c(C)csc3n2)c1C,7,-5,-1,-7,-4,-14,4,2.5,0.4
Cc1cccc(-n2ncc3c(N4CCC5(CC4)OCCO5)ncnc32)c1,11,11,-2,1,-11,-7,-1,1.1,-0.2

# Retrieved one by one from the list above:
SMILES,ZTA counter,HCV core dimer,TPT1 inhibitor,CTSL1 counter,PREPL inh,EBNA-1 inh,PP1 counter,PP5 inh,Efflux pump inh
Cc1cccc(-n2ncc3c(N4CCC5(CC4)OCCO5)ncnc32)c1,11,11,-2,1,-11,-7,-1,1.1,-0.2
COc1ccc(/C=C(\NC(=O)c2cccs2)C(=O)N2CCOCC2)cc1OC,3,0,2,-2,-6,11,-2,-1.3,-0.2
COc1ccccc1NC(=O)c1cc[n+](C)cc1,-5,-3,0,2,3,-1,2,-0.8,0.1
O=C(COC(=O)c1ccc(Cl)c(S(=O)(=O)N2CCCC2)c1)NCc1cccs1,-22,2,-3,-31,-3,-5,-1,0.8,0.1
CC1=[N+]([O-])C(N2CCOCC2)C(O)(c2ccccc2)C1 (stereo not drawn),1,-5,-3,-4,0,0,-3,2.3,0.0
CCCCC(CC)C1OCC(CN2CCCCC2)O1 (stereo not drawn),-7,-4,-2,3,-4,0,-5,-2.5,0.0

# The listing continues:
SMILES,ZTA counter,HCV core dimer,TPT1 inhibitor,CTSL1 counter,PREPL inh,EBNA-1 inh,PP1 counter,PP5 inh,Efflux pump inh
CCc1nnc(NC=C2C(=O)OC(C)(C)OC2=O)s1,4,0,6,-2,6,-4,-3,3.1,0.0
Cc1cccc(CSCCNC(=O)Nc2ccccc2)c1,-1,-3,-2,-5,-13,-4,1,4.3,-0.7
COc1cccc(N2CC(NS(=O)(=O)c3cccs3)CC2=O)c1 (stereo not drawn),-3,-1,-3,0,-5,-4,-2,0.8,0.0
CCOc1ccc(S(=O)(=O)N2CCN(C(=O)c3sccc3C)CC2)cc1,7,-2,-1,-2,0,5,2,0.5,-0.1
Cc1cc(C)n2nc(SCC(=O)N3CCOCC3)nc2n1,5,nt,nt,nt,24,nt,-3,-0.1,0.1
Cc1cc(C)cc(N=C2NC(=O)CS2)c1,-3,-12,-3,3,15,0,-4,-0.2,-0.2
Cc1ccc(N2C(=S)NC3c4cc(Cl)ccc4OC2(C)C3C(=O)N(C)C)cc1 (stereo not drawn),1,-2,-1,-1,9,10,2,-1.6,-0.3
CC1CCCCN1C(=O)CSc1nnc(-c2ccco2)n1C (stereo not drawn),12,0,1,2,19,-13,-2,-0.3,0.0
Cc1nc(N2CCN(C)CC2)c2c(C)c(C(=O)Nc3ccc(C)c(F)c3)sc2n1,-5,4,1,-1,30,9,1,3.9,0.0
c1ccc(CN2CCC3(CC2)Nc2ccccc2S3)cc1,-3,1,-1,-2,5,-6,-2,2.3,-0.1
O=C(CSc1nnc(-c2ccccc2Cl)n1Cc1ccco1)Nc1ccc2c(c1)OCCO2,-21,-6,-4,-1,14,-5,5,3.5,-0.1
CC1CCN(S(=O)(=O)c2ccc3c(c2)N(CC(=O)NCCCN2CCCC(C)C2)C(=O)CO3)CC1 (stereo not drawn),7,-4,-2,1,5,0,4,2.2,-0.1
COc1cccc(C(=O)N2CCC(CCC(=O)Nc3cccc(C)c3)CC2)c1,-1,-15,2,0,22,2,-1,2.9,0.0
Cc1ccc(-c2c[n+](CC(=O)N3c4ccccc4Sc4ccccc43)c3n2CCC3)cc1,1,-8,5,-1,-4,-3,1,-1.2,0.9
CCOC(=O)c1c(C)[nH]c(C(=O)COC(=O)c2ccc(O)cc2O)c1C,-20,-22,-3,-6,-17,1,6,3.7,0.3
O=C(NCCc1ccc(Cl)cc1)c1ccc(S(=O)(=O)N2CCCC2)cc1,0,-6,-1,-2,30,0,0,0.7,-0.2
CC(=O)c1ccc(NC(=S)N2CCC(Cc3ccccc3)CC2)cc1,3,1,1,0,3,7,-2,2.0,0.4
CCN(CCn1cccn1)C(=O)C1CCC(=O)N(CCc2cccc(F)c2)C1 (stereo not drawn),1,-2,0,-6,8,3,-12,3.4,0.0
Cc1ccc(C(=O)CSC2=C(C#N)C(c3ccco3)C3=C(CC(C)(C)CC3=O)N2)cc1 (stereo not drawn),11,6,3,3,19,-2,2,1.8,0.1
Cc1cc(C)n2nc(C(=O)Nc3cccc(S(=O)(=O)N4CCCC4)c3)nc2n1,-17,-3,2,0,5,0,-2,-3.4,-0.4
Cc1ccc(C(O)(CCN2CCCCC2)c2ccccc2)cc1 (stereo not drawn),-6,-5,1,-2,-12,4,2,0.0,-0.3
CCN(CC)S(=O)(=O)c1cc(NC(=O)c2ccc(-n3cncn3)c([N+](=O)[O-])c2)ccc1C,2,-1,1,-3,14,7,-1,3.5,-0.1
Cc1cc(C)n(-c2nnc(N3CCN(c4ccccc4)CC3)nn2)n1,-4,-6,0,1,1,8,1,-0.7,-0.1
COc1ccc(CCN/C=C2/CC(=O)NC2=O)cc1OC,-3,-3,-2,25*,-5,5,1,2.0,-0.1
O=C(Nc1cccnc1)c1cc(-c2ccco2)on1,10,-6,3,4,9,12,0,1.6,-0.1
C/C(Cn1cnc([N+](=O)[O-])n1)=N\NC(=O)c1ccncc1,1,-2,1,-1,1,-11,-6,-0.9,-0.1
Cc1ccc(C(=O)CN(CCC(=O)O)C(=O)c2ccncc2)cc1,8,5,0,-3,2,-6,-3,1.0,0.0
Fc1ccccc1Oc1nc(-c2ccncc2)nc2ccccc12,15,1,1,-2,1,-6,-2,3.3,0.2
Cc1cc(C)c(S(=O)(=O)N(CC(=O)O)CC(=O)O)c(C)c1,-12,4,-3,-5,15,-11,-2,4.8,0.0
N/C(=N\OC(=O)COc1ccc2ccccc2c1Br)c1cccnc1,-4,15,1,-3,-13,-20,-1,3.9,-0.1
CCOc1cc(/C=N/NC(=O)c2ccccn2)ccc1OC(=O)c1ccc(F)cc1,16,3,3,7,28,5,0,3.2,-0.3
C/C(O)=C(/N=O)C(=O)Nc1ccccc1,2,2,-2,0,9,3,-3,2.1,0.0
COc1ccc(CC(=O)Nc2ccc(C(=O)O)cc2NC(=O)Cc2ccc(OC)cc2)cc1,10,11,1,3,-2,7,0,0.2,0.1
CC1CN(S(=O)(=O)c2ccc(Cl)c(S(=O)(=O)N3CC(C)OC(C)C3)c2)CC(C)O1 (stereo not drawn),-3,4,-2,1,5,6,-5,1.1,0.0
COc1ccc(C(CNC(=O)c2cc(S(=O)(=O)N3CCCC3)ccc2Cl)N2CCCC2)cc1 (stereo not drawn),-14,nt,nt,nt,25,nt,-3,0.6,0.1

# Screening data from PubChem BioAssay.
